Assay outcomes as filed in PubChem.
CatB mixtures = human cathepsin B inhibition by mixtures. P07858. Purified cathepsin B, AMC dipeptide fluorescence, compound mixtures. inhibition, %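 (ten-compound pools at 5 µM per compound and 50 µM total)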. 62,000 tested, 0.06% active. AID 488; in the data active = inhibition above about 22%, passing the limit was not always enough; inconclusive = no clear call, values can overlap the other calls;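 also: 0% = enzyme without compound and 100% = no enzyme blank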
E coli RNAP = inhibitors of Escherichia coli RNA polymerase; E. coli RNA polymerase, fluorescence transcription assay; 62,000 tested, 0.2% active; P0A8V2; inhibition, %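 (tested at 10 µM)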; in the data active = inhibition above about 20%;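 also: 0% = enzyme without compound and 100% = no enzyme blank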
JNK3 inh = inhibitors of human JNK3 kinase. inhibition, % at 8 µM. 60,000 tested, 0.61% active. purified JNK3 kinase activity, HTS. P53779; in the data active = inhibition above about 17%;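 also: 0% = DMSO and 100% = reference inhibitor; many of its hits are not listed in these tables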
Target sequence (P53779 whole entry, looked up): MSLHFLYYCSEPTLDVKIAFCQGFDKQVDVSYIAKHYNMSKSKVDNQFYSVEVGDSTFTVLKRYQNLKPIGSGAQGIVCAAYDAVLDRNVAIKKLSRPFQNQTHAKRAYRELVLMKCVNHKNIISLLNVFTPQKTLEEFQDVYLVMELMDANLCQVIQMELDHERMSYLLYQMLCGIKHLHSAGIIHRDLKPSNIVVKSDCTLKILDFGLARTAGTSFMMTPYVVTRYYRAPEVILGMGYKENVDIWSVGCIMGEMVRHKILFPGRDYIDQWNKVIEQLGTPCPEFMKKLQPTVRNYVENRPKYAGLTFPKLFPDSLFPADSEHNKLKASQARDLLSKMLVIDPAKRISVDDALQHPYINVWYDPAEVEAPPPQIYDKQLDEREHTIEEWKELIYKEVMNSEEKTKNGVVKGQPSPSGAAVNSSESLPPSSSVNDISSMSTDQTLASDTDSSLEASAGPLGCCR
AP ELISA ortho = orthogonal test for alternative complement pathway inhibitors | Human serum alternative complement pathway, LPS-coated ELISA, C3 deposition; tested in compound mixtures | inhibition, % at 5 µM | 62,000 tested, 0.08% active | AID 1235;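 active = inhibition above 30% in each of the two pooled mixtures holding the compound, so the lower value exceeds 30%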;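 also: 0% = serum in Mg-EGTA without compound and 100% = EDTA serum blank; some compounds past the cut are filed as inactive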
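Test system – human serum alternative complement pathway, C3 deposition on LPS-coated wells · Buffer or medium – diluted human serum in Mg2+-EGTA GVB++ · Compound dosing – 5 µM each compound, pools of ten, 50 µM per pool · Schedule – 1 h serum-compound exposure at 37 °C · Measured by – Anti-C3 ELISA, OD 450 nm · Read-out basis – percent inhibition of C3 deposition onto LPS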
RORa activator = activators of human nuclear receptor RORA | CHO-K1 Gal4-RORA LBD luciferase reporter, luminescence; percent increase over mock-subtracted basal signal | P35398 | 65,000 tested, 1.5% active | AID 560 | activation, % at 10 µM;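 active = activation above the mean of all tested compounds plus 3 SD, cut at about 49% in these data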;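 also: 0% = DMSO-treated RORA cells and 100% = added signal equal to DMSO minus mock-transfected cells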
Target sequence (P35398 whole entry, looked up, the tested form may be a part): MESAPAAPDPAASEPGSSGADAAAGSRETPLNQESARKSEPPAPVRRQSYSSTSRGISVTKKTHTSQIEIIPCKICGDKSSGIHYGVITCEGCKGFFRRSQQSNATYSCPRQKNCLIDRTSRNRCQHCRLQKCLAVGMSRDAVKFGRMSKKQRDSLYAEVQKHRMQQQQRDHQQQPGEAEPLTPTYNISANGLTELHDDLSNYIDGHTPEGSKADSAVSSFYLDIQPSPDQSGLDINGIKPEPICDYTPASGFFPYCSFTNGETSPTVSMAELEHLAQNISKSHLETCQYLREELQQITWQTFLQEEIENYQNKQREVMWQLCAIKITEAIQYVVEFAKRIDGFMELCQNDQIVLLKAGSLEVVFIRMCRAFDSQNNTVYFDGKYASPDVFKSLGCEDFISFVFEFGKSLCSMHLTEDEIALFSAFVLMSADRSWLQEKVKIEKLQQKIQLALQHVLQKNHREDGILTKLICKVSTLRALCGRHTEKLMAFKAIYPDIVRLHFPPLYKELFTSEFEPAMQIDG
CatS inh = inhibitors of human cathepsin S; P25774; recombinant cathepsin S, AMC dipeptide fluorescence, pooled mixtures; inhibition, %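 (tested at 5 µM per compound within 10-compound mixtures)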; 62,000 tested, 0.06% active; in the data active = inhibition above about 32%, passing the limit was not always enough; inconclusive = no clear call, values can overlap the other calls;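 also: 0% = enzyme without compound and 100% = blank without enzyme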
ROCK2 blocker = inhibitors of human Rho kinase 2; O75116; purified ROCK2, Kinase-Glo ATP depletion luminescence; inhibition, % at 6 µM; 60,000 tested, 0.35% active; AID 604;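 active = inhibition above the screen-wide mean inhibition plus 3 SD, cut at about 18% in these data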;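 also: plate controls were DMSO wells for no effect and Y-27632 control wells after no-enzyme background subtraction for full effect; many of its hits are not listed in these tables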
CatB block = inhibitors of human cathepsin B | 63,000 tested, 0.1% active | AID 453 | inhibition, %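 (tested at 10 µM)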 | purified cathepsin B, fluorogenic substrate, fluorescence; in the data active = inhibition above about 21%;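 also: 0% = enzyme with no compound and 100% = no enzyme blank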
PKA kinase inh = inhibitors of human protein kinase A; P17612; PKA Kemptide phosphorylation, Kinase-Glo ATP luminescence; inhibition, % at 6 µM; 65,000 tested, 0.1% active;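 active = inhibition above the screen-wide mean inhibition plus 3 SD, cut at about 21% in these data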; also: many of its hits are not listed in these tables
Numbers without * were called inactive; ? = inconclusive; . = not tested or not shown. Only part of the results is shown; count on the stated rates, not on these rows.

Start of the data: the first 2 entries, ahead of the listing:
The line under a structure holds: CatB mixtures | E coli RNAP | JNK3 inh | AP ELISA ortho | RORa activator | CatS inh | ROCK2 blocker | CatB block | PKA kinase inh
CCOC(=O)Cn1c(=O)oc2cc(S(=O)(=O)Nc3ccc(N(CC)CC)cc3C)ccc21
→ -2 | 8 | 2 | -4 | 1 | 7 | -7 | 4 | 10
CCOc1ccccc1C1C(C#N)=C(N)Oc2cc(C)n(Cc3ccccn3)c(=O)c21 (stereo not given)
→ 8 | 14 | -3 | 4 | -16 | 16 | 2 | 3 | -4

Main list, from the first entry:
The line under a structure holds: CatB mixtures | E coli RNAP | JNK3 inh | AP ELISA ortho | RORa activator | CatS inh | ROCK2 blocker | CatB block | PKA kinase inh
CCOC(=O)Cn1c(=O)oc2cc(S(=O)(=O)Nc3ccc(N(CC)CC)cc3C)ccc21
→ -2 | 8 | 2 | -4 | 1 | 7 | -7 | 4 | 10
CCOc1ccccc1C1C(C#N)=C(N)Oc2cc(C)n(Cc3ccccn3)c(=O)c21 (stereo not given)
→ 8 | 14 | -3 | 4 | -16 | 16 | 2 | 3 | -4
CCN(CC)CCN1C(=O)C2C3c4ccccc4C(c4ccccc43)C2C1=O (stereo not given)
→ 5 | 9 | -4 | -8 | 1 | 13 | -10 | 2 | -6
COCc1nnc(NC(=O)CCCOc2ccccc2)s1
→ 1 | 11 | 4 | 0 | 1 | -2 | 1 | 1 | -2
Cn1cc(S(=O)(=O)CC(=O)Nc2ccc(Br)cc2)c2ccccc21
→ 1 | 6 | 5 | 9 | 8 | 2 | 7 | -5 | 7
CC(C)(C)C(=O)NC(=C(Cl)Cl)P(=O)(O)O
→ 1 | 4 | -5 | 21 | -3 | -4 | 3 | 0 | 10
O=C(NS(=O)(=O)c1ccccc1)c1ccccc1F
→ 1 | 8 | -3 | -2 | -17 | 9 | 6 | 2 | 8
O=S(=O)(c1ccc(SCCO)nc1)N1CCCC1
→ 0 | 5 | . | 1 | -11 | 7 | . | 2 | 1
c1ccc(-c2nnc(CN3CCCc4ccccc43)o2)cc1
→ 8 | 6 | -4 | 17 | 4 | -3 | 7 | -1 | 8
O=C(c1cc(-c2cccc(O)c2)on1)N1CCc2ccccc2C1
→ 1 | 3 | -4 | 16 | -17 | -4 | 6 | 4 | 7
CCOCCCNC(=O)C1CCCN1C(=O)NC1CCCCC1 (stereo not given)
→ -3 | 0 | 5 | -4 | -16 | -2 | 1 | -2 | 6
CCCCCn1c(=NC(C)=O)c(C#N)cc2c(=O)n3cccc(C)c3nc21
→ -2 | -8 | -5 | 6 | -14 | -3 | 6 | -3 | 12
CC1(C)Cc2ccccc2-c2nnc(SCC(=O)Nc3ccc4c(c3)OCO4)n21
→ 0 | -3 | -3 | 56* | -1 | -4 | 3 | 3 | 8
CCOC(=O)C1CCCN(c2nc3ccccc3nc2C(C#N)C(=O)OCCOC)C1 (stereo not given)
→ . | 9 | -8 | . | -2 | . | 6 | 3 | 8
Cc1nc(SCC(=O)Nn2c(-c3ccccc3)nc3ccccc3c2=O)n[nH]1
→ 3 | 6 | 2 | 10 | -8 | -5 | -3 | -1 | -6
CC(Oc1ccc(Cl)cc1Cl)C(=O)Nc1ccc2oc(-c3ccncc3)nc2c1 (stereo not given)
→ 0 | -2 | 6 | -8 | -29 | -7 | 5 | -4 | 14
COc1ccccc1CNC(=O)C1CCCN(S(=O)(=O)c2cnc[nH]2)C1 (stereo not given)
→ 6 | 2 | -5 | 7 | -8 | 12 | 0 | 4 | -8
CCC1CCCCN1C(=O)CSc1nnc(-c2ccc3c(c2)OCCO3)o1 (stereo not given)
→ 3 | 6 | -4 | 16 | 3 | -1 | -3 | -1 | -1
CCOc1ccc(-c2nnc(-c3snc(-c4ccc(F)cc4)c3N=CN(C)C)o2)cc1
→ 0 | -8 | -1 | -5 | -2 | -4 | 0 | -2 | 4
CCc1nnc(NC(=O)C2CCCN(c3nc4ccccc4s3)C2)s1 (stereo not given)
→ -1 | 3 | 1 | -15 | -7 | 5 | 6 | 0 | 5
COc1cc(Nc2cc(C)nc3ncnn23)cc(OC)c1OC
→ 9 | 7 | -3 | 16 | -9 | 9 | 3 | 2 | 2
COc1ccc(CCNC(=O)C2CCN(c3nn4c(=O)cc(C)nc4s3)CC2)cc1OC
→ 2 | -1 | -11 | 13 | 9 | ? | 1 | 1 | 2
COc1ccc(C2C(=O)c3ccccc3C2=O)c(OC)c1
→ 0 | 4 | 1 | 7 | -2 | 14 | 1 | 1 | 1
Cc1nc(NCCN2CCOCC2)c2nnn(Cc3c(F)cccc3Cl)c2n1
→ 3 | 7 | -2 | 4 | -8 | 2 | -2 | 6 | 2
CC(C)(C)n1nc2c(c1NC(=O)CCCc1ccccc1)CS(=O)C2 (stereo not given)
→ 0 | 0 | 12 | 0 | -24 | -4 | -6 | 3 | 3
CCn1c(SCC(=O)Nc2cc(OC)c(OC)c(OC)c2)nnc1-c1cccs1
→ 1 | 7 | -5 | 2 | 6 | -11 | 6 | 0 | 5
COC(=O)c1oc2ccc(Cl)cc2c1NC(C)=O
→ -2 | . | -8 | 4 | -30 | 0 | -2 | -1 | 2
C=CC(C)n1c(Br)nc2c1c(=O)[nH]c(=O)n2C (stereo not given)
→ -2 | 6 | -6 | -3 | 12 | ? | 2 | 3 | 0
C1=C(c2ccccc2)CCN(c2ncnc3nc[nH]c23)C1
→ -1 | 4 | 8 | 9 | -12 | 9 | 24* | 4 | 18
CC1(C)Cc2c(sc3c2c(=N)n(Cc2ccco2)c(=O)n3Cc2ccc(F)cc2)CO1
→ 4 | 8 | . | 7 | -10 | 10 | . | 4 | -4
C=CCSc1nncn1/N=C/c1ccc(OC)cc1
→ 0 | 3 | 5 | -5 | 91* | 8 | 3 | -2 | 9
CCOC(=O)N1CCN(c2ncnc3c2cnn3-c2ccc(OC)cc2)CC1
→ . | 18 | 1 | . | 18 | . | -4 | 4 | 2
CCCn1nnc(NCc2ccc(OCc3cccs3)c(OC)c2)n1
→ -3 | 6 | -1 | 16 | -10 | 13 | 1 | -5 | 3
COc1ccccc1NC(=O)N1CCCC(c2nc3c(nnn3Cc3ccc(C)cc3)c(=O)[nH]2)C1 (stereo not given)
→ 1 | 10 | . | 10 | 1 | 0 | . | 0 | 10
CCC(=O)N(Cc1cc(=O)[nH]c2ccccc12)c1cccc(C)c1
→ 4 | 5 | -6 | 11 | -6 | 4 | -1 | 0 | -2
O=C(CN(C(=O)CNC(=O)c1ccco1)c1ccc2c(c1)OCO2)NC1CCCCC1
→ -5 | -4 | 5 | -14 | 13 | -6 | 0 | 3 | 8
Cc1cc(-c2nnc(-c3ccccc3)c(-c3ccccc3)n2)c(C)o1
→ -1 | 8 | -3 | 5 | 21 | 13 | 5 | 6 | 8
CC1CCCCN1C(=O)N[C@@H](Cc1ccccc1)C(=O)O (stereo not given in full)
→ 3 | 4 | 0 | 15 | -17 | -7 | 4 | -2 | 3
Cc1noc(/C=C/N(C)C)c1S(=O)(=O)N(C)CC(=O)NC1CCCCC1
→ 6 | 6 | 5 | 14 | 0 | 6 | -4 | 3 | -3
COc1ccccc1C1CC(=O)NC(SCC(=O)Nc2ccccc2)=C1C#N (stereo not given)
→ 3 | 10 | 1 | 18 | -8 | -1 | 0 | 4 | 6

4 compounds from above, ordered by the value under E coli RNAP, low to high.
| mol | E coli RNAP |
| --- | --- |
| COc1ccc(C2C(=O)c3ccccc3C2=O)c(OC)c1 | 4 |
| O=S(=O)(c1ccc(SCCO)nc1)N1CCCC1 | 5 |
| CCOC(=O)Cn1c(=O)oc2cc(S(=O)(=O)Nc3ccc(N(CC)CC)cc3C)ccc21 | 8 |
| CCN(CC)CCN1C(=O)C2C3c4ccccc4C(c4ccccc43)C2C1=O (stereo not given) | 9 |

Later entries.
The line under a structure holds: CatB mixtures | E coli RNAP | JNK3 inh | AP ELISA ortho | RORa activator | CatS inh | ROCK2 blocker | CatB block | PKA kinase inh
COc1ccc2nc(SCC(=O)NC(C)C)[nH]c2c1
→ 4 | 7 | -2 | 1 | 12 | 10 | 6 | 7 | 17
O=C(NCc1ccco1)C(c1cccs1)N(Cc1ccccc1)C(=O)Cn1nnc2ccccc21 (stereo not given)
→ 6 | 8 | -4 | 3 | 10 | 14 | -2 | 4 | -4
CCOC(=O)N1CCC(N2Cc3cccc(C(=O)NCc4ccc5c(c4)OCO5)c3C2=O)CC1
→ -2 | -4 | 4 | 12 | -31 | -1 | -3 | -3 | -4
N#Cc1c(N)n(CCCN2CCOCC2)c2nc3ccccc3nc12
→ -10 | -43 | -9 | 0 | -1 | 4 | -5 | -16 | 1
COc1ccc(OC)c2c1CCC2=O
→ -3 | -16 | 6 | 13 | -4 | -6 | -10 | -6 | 2
Cc1nc(=O)c(-c2ccccc2)c(C)n1-c1ccccc1O
→ 1 | -1 | -1 | 11 | -12 | -8 | 7 | 4 | 9
COc1ccccc1N1CCN(S(=O)(=O)c2cn(C)c(=O)n(C)c2=O)CC1
→ 2 | 0 | 2 | 14 | -14 | 3 | 3 | 0 | 2
COc1ccc(N2CCN(Cc3nc(-c4ccc(Cl)cc4Cl)no3)CC2)cc1
→ 0 | 6 | 2 | 6 | -23 | 8 | 7 | -2 | 11
O=C(COC(=O)c1ccncc1)NCc1ccccc1
→ 5 | 6 | 7 | 16 | -17 | -3 | 16 | 0 | 10
CCOC(=O)c1c(C)c(C(=O)Nc2cc(F)ccc2F)c(C)n1C
→ 4 | 3 | -6 | 15 | 39 | -2 | -4 | -1 | 3
CCOC(=O)c1sc2ncn(/N=C/N(C)C)c(=O)c2c1C
→ 9 | 10 | -5 | 12 | -17 | -8 | 6 | 0 | 8
Cn1c(=O)c2cn(-c3ccc4c(c3)OCCO4)cc2n(C)c1=O
→ 0 | -1 | 0 | 0 | -18 | -5 | -2 | 0 | -4
O=C(Nc1ccc2nn(-c3ccccc3)nc2c1)c1cccs1
→ -2 | 9 | 4 | -13 | 12 | -1 | 5 | 1 | 14
CC(=O)NCCN=C(C)c1sc2ccccc2c1O
→ 1 | 7 | -9 | -39 | 39 | 19 | 1 | 7 | 7
O=C(c1ccccc1F)N1CCN(c2cccc(C(F)(F)F)c2)CC1
→ 4 | 9 | -5 | 2 | 9 | 3 | -2 | -4 | -2
Cc1cc(C)cc(NC(=O)CN(C)S(=O)(=O)c2cccc3nsnc23)c1
→ 3 | 8 | -3 | -3 | 20 | 11 | 4 | 10 | 13
O=C(Nc1ccc(Br)c2cccnc12)c1ccc(Cn2cc(Cl)cn2)o1
→ 5 | 10 | -9 | 0 | 2 | 16 | 9 | 6 | 9
COc1cc2c(cc1OC)C(c1ccc(C)o1)CC(=O)N2 (stereo not given)
→ 8 | 3 | 7 | 6 | 29 | 5 | -6 | 1 | -11
Cn1c(C(=O)N(Cc2ccccc2)Cc2cccs2)cc2sccc21
→ 9 | 8 | 7 | -4 | -18 | 6 | 1 | 1 | -1
COc1ccc(C)cc1S(=O)(=O)Nc1ccc(F)cc1
→ 6 | 10 | -1 | 14 | -10 | -2 | 7 | 3 | 7
COc1ccc(CCNC(=O)CSc2nncn2N)cc1OC
→ 6 | 3 | 1 | 13 | 4 | -5 | 7 | 4 | 10
CC(=O)Nc1ccc(S(=O)(=O)N2CCN=C2C)cc1
→ 5 | 5 | 1 | 0 | 2 | 8 | 8 | 3 | 9
COC(=O)c1c(C(=O)NCc2ccccc2)ncn1CC(O)COc1ccccc1 (stereo not given)
→ 1 | 5 | -8 | 14 | 3 | -3 | 4 | 3 | 9
O=C(c1ccc(Cl)cc1)N1CCCOC1
→ 3 | 4 | 3 | 3 | 10 | 11 | -6 | -4 | -3
